Compound activity deposited in PubChem by National Center for Advancing Translational Sciences (NCATS).
MBNL1-CUG inh: MBNL1-poly(CUG) RNA binding inhibition; 280,000 compounds, 0.036% hits; AID 2675; Potency, µM (highest dose often 57.5 µM), for the others: at the highest dose activity change, negative = inhibition, usual class: inhibitors; TR-FRET MBNL1-His/biotin-(CUG)12 binding, 665/545 ratio; Q9NR56; active = well fitted inhibition curve with a large enough effect in the signal ratio, with a control signal flat, not every such curve was filed as active; inconclusive = small, poorly fitted or top-dose-only effect, or effect the other way, or a change in a side signal; inactive = no such curve, though single readings can be large or run the other way; the % refers to the signal ratio; note: potency is the fitted concentration of half-maximal effect; % is set by controls: 0 for no effect and ±100 for the full control effect
Target sequence (Q9NR56 whole entry, looked up): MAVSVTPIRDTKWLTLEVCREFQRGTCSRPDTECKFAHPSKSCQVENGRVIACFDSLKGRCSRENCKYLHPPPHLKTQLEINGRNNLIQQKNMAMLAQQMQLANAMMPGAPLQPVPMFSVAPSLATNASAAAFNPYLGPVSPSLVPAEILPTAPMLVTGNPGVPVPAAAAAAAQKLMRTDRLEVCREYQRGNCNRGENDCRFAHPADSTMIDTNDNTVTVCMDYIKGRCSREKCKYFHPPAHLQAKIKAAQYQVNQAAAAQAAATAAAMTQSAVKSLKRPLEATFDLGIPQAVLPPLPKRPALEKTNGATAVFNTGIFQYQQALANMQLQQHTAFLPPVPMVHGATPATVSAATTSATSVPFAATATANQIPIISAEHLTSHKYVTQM
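TR-FRET between His-tagged MBNL1 and biotin-(CUG)12 RNA, detected with Tb anti-His antibody (0.055 ng/ul) and streptavidin-XL665 (5 nM), 60 min at room temperature. Compounds titrated 92 nM to 58 uM; 665/545 nm ratio normalized to buffer and complex controls.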
FLuc counter: counter-screen for miR-21 project: firefly luciferase inhibitors or activators. purified FLuc, Km substrates, luminescence inhibition. P08659. 360,000 compounds, 6.9% hits. Potency, µM (top dose mostly 57.5 µM), for inactives: at the top dose activity change, negative = inhibition, most hits filed as inhibitors;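 note: potency is the fitted concentration of half-maximal effect; plate controls were vehicle for no effect and reference inhibitor for full effect; nearly all actives have a fitted effect of over 55% in size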
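Purified P. pyralis luciferase, 10 nM final, with Km-level 10 uM D-luciferin and 10 uM ATP in 50 mM Tris acetate pH 7.5, 10 mM Mg acetate, 0.01% Tween-20, 0.05% BSA; 6-point qHTS titration about 60 µM downward; luminescence read.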
ELG1 repair inh: inhibitors of ELG1-dependent DNA repair in HEK293T cells; HEK293T ELG1-luciferase reporter, luminescence, 16 h; DNA damage induced by 5-fluorouridine; Potency, µM (highest dose often 46.1 µM), for inactives: at the highest dose activity change, negative = inhibition, actives largely listed as inhibitors; 330,000 compounds, 2.3% hits; AID 504467; note: potency is the fitted concentration of half-maximal effect; % is set by controls: 0 for no effect and ±100 for the full control effect; nearly all actives have a fitted effect of over 55% in size
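DMSO vehicle served as the neutral condition. Each well held 2,000 cells given 5-fluorouridine plus compound; after 16 hr at 37 °C/5% CO2, ONE-Glo was added and luciferase measured 30 min later.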
Mito fusion act: blocks mitochondrial division or promotes mitochondrial fusion | S. cerevisiae fusion-defective mutant growth rescue, CellTiterGlo 48 h | Potency, µM (series often up to 46.1 µM), without a hit: at the highest dose growth rescue (activation), most hits filed as activators | 320,000 compounds, 0.23% hits;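 note: potency is the fitted concentration of half-maximal effect; % of control where 0% means no effect; nearly all actives have a fitted effect of over 45% in size; temperature-sensitive fusion mutants such as fzo1-1 at 37 °C on non-fermentable ethanol glycerol medium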
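Yeast fusion mutant, YPEG (non-fermentable carbon), compound, 48 h at 37C non-permissive; CellTiterGlo added, 10 min RT, luminescence read. Rescued growth = division inhibition.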
KCNH2 3.1 block: inhibitors of human KCNH2 3.1 potassium channel isoform; U2OS KCNH2 3.1, thallium flux FluxOr; stronger effect = lower value; activity change, % (tested at about 1.8 µM); 340,000 compounds, 0.95% hits;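 active = maximum activity change below -70%; inconclusive = maximum activity change from -70% to -50%; inactive = maximum activity change above -50%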;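 note: thallium influx rate constant from kinetic fluorescence after stimulation buffer; % is set by controls: 0 for no effect and ±100 for the full control effect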
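Measured as rate of thallium-driven FluxOr signal in transduced U2OS cells carrying the 3.1 channel, read kinetically for 2 min upon stimulation; values are rate constants scaled to DMSO control wells.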
Rab9 promoter act: Rab9 promoter activation. Huh7 Rab9 promoter-luciferase reporter, luminescence, 24 h. Potency, µM (highest dose often 9.22 µM), for the others: at the top dose activation, negative = inhibition, actives largely listed as activators. 320,000 compounds, 2.8% hits; note: potency is the fitted concentration of half-maximal effect; % of control where 0% means no effect; nearly all actives have a fitted effect of over 60% in size
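Steps: seed 1500 Huh7 Rab9-luc cells per well, rest 2 h at 37 °C; add compound in DMSO; incubate 24 h; add luciferase reagent, 10 min ambient; read luminescence.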
Menin-MLL TR inh: inhibitors of human menin-MLL interaction, mutant MLL peptide; Menin + Texas Red MLL mutant peptide, fluorescence polarization; Potency, µM (doses to about 61.6 µM), for the others: at the top dose FP activity change, negative = inhibition, actives largely listed as inhibitors; 270,000 compounds, 0.23% hits; active = well fitted inhibition curve with a large enough effect in the polarisation, with a control signal flat, not every such curve was filed as active; inconclusive = small, poorly fitted or top-dose-only effect, or effect the other way, or a change in a side signal; inactive = no such curve, though single readings can be large or run the other way; the % refers to the polarisation; note: potency is the fitted concentration of half-maximal effect; % of control where 0% means no effect; many of its hits are not listed in these tables
PKM2 act: increases activity of human pyruvate kinase M2; P14618; purified PKM2, Kinase-Glo ATP luminescence, activation; response scale: 0% is enzyme alone, no compound; Potency, µM (titrated, usually from 57.5 µM), for inactives: at the top dose activation, hits mostly activators; 260,000 compounds, 0.34% hits; note: potency is the fitted concentration of half-maximal effect; % is set by controls: 0 for no effect and ±100 for the full control effect; nearly all actives have a fitted effect of over 55% in size
Target sequence (P14618 whole entry, looked up): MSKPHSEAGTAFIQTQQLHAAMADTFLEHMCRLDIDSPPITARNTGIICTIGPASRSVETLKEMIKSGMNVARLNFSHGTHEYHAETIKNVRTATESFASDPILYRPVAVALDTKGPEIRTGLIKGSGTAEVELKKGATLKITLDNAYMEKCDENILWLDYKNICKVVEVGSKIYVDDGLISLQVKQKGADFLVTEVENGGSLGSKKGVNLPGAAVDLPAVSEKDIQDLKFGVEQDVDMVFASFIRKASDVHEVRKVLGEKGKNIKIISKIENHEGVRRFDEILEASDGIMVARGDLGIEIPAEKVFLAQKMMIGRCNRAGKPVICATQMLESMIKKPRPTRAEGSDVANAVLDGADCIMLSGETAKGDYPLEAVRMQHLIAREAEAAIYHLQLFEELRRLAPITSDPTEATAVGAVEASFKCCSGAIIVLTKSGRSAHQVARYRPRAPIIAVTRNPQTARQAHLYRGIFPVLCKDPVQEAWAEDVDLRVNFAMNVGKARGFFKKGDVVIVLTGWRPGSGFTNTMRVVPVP
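hPK-M2, >95% pure; 0.1 mM ADP / 0.5 mM PEP final; imidazole pH7.2 buffer w/ 7 mM MgCl2, 50 mM KCl; 1 h RT; Kinase-Glo lum. Intermediate enzyme activity for dual inhibitor/activator qHTS.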
NPC1 promoter act: activates the NPC1 promoter. Huh7 NPC1 promoter luciferase reporter, 24 h. Potency, µM (doses to about 9.22 µM), without a hit: at the top dose activation, hits mostly activators. 320,000 compounds, 2.4% hits. AID 485313;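 note: potency is the fitted concentration of half-maximal effect; % of control where 0% means no effect; nearly all actives have a fitted effect of over 60% in size; reporter is driven by a mutant NPC1 promoter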
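Compounds in DMSO were transferred onto Huh7 NPC1-luciferase reporter cells pre-incubated 2 h; after 24 h at 37 °C, Amplite reagent was dispensed and luminescence recorded 10 min later.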
VP16 counter: Gal4-VP16 reporter inhibition counter-screen. Drosophila S2 Gal4-VP16 UAS-luciferase, luminescence, 20 h. Potency, µM (titrated, usually from 53.6 µM), without a hit: top-dose activity, negative = inhibition, most hits filed as inhibitors. 310,000 compounds, 3.5% hits. AID 2546;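 note: Gal4-VP16 expression switched on by copper sulfate through the metallothionein promoter; potency is the fitted concentration of half-maximal effect; % is set by controls: 0 for no effect and ±100 for the full control effect; nearly all actives have a fitted effect of over 50% in size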
RORg inh: inhibitors of mouse ROR gamma transcriptional activity | Drosophila S2 Gal4-RORgamma UAS-luciferase reporter, 20 h | Potency, µM (top dose mostly 53.6 µM), for inactives: at the highest dose activity change, negative = inhibition, usual class: inhibitors | 310,000 compounds, 5.4% hits | AID 2551; note: potency is the fitted concentration of half-maximal effect; % is set by controls: 0 for no effect and ±100 for the full control effect; nearly all actives have a fitted effect of over 60% in size
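Schneider cells (Drosophila), stable Gal4 DBD–ROR gamma + UAS-luc; 1 hr cmpd preincubation; Cu2+ induction 700 uM final; 20 hr ambient; luminescence.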
Active calls of the source: *; ? = inconclusive; nt = no result given; [ ] = remark or other dose. Unless noted, calls come from the whole dose curve; as a rule, active = well fitted curve in the direction sought with a large enough effect; inconclusive = small, poorly fitted or top-dose-only effect, or another doubt; inactive = no such curve, though single readings can be large; an effect the other way counts as inactive or inconclusive. A portion of the library; rates above refer to the full screens.

Order of results – MBNL1-CUG inh | FLuc counter | ELG1 repair inh | Mito fusion act | KCNH2 3.1 block | Rab9 promoter act | Menin-MLL TR inh | PKM2 act | NPC1 promoter act | VP16 counter | RORg inh
COC(=O)c1cccc(N/C=C(\[N+](=O)[O-])S(=O)(=O)c2ccccc2)c1
    6.7% | 0.0% | 21.0% | 0.3% | -8.1 | -3.0% | 30.5%[activator] | nt | -6.6% | 5.4% | -7.0%
CC(C)(C)NC(=O)C1CCCN(S(=O)(=O)c2cccc3cccnc23)C1 (stereo unspecified)
    -14.0% | 0.8% | -15.0% | 1.2% | 2.5 | -14.8% | -3.0%[11.7 µM] | 1.6% | -3.9% | -0.1% | 8.0%
CCOC(=O)C1=C(C)N=c2s/c(=C/c3ccc(OCC(=O)O)cc3)c(=O)n2C1c1ccc(F)cc1 (stereo unspecified)
    ? | -0.3% | -2.7% | 4.2% | -9.2 | -0.1% | ? | nt | -0.4% | 12.2% | 19.8%
COc1ccc(C2/C(=C(/O)c3ccccc3)C(=O)C(=O)N2CO)cc1 (stereo unspecified)
    30.8%[activator] | -1.6% | -12.5% | 1.1% | -4.3 | -3.2% | -7.8% | -6.6% | -4.9% | -4.6% | -21.0%
CC(C)(C)OC(=O)N/N=C/c1ccc(C(=O)O)cc1
    11.3% | 19µM* | ? | -2.2% | -0.5 | 10.3% | -4.1% | -4.4% | 0.8% | -16.6% | -2.5%
COc1cccc(N2CCN(CC(=O)NC(=O)NC3CCCCC3)CC2)c1
    nt | 0.6% | -13.7% | 14.2% | -12.6 | -7.3% | nt | nt | -3.5% | nt | nt
CCOc1ccc(S(=O)(=O)N2CCC(C(=O)OC(C)C(=O)N3CCOCC3)CC2)cc1 (stereo unspecified)
    nt | -1.1% | 5.2% | 0.7% | 7.1 | 1.0% | nt | nt | -4.1% | nt | nt
CC(Cc1cccnc1)NC(=O)c1cc(COc2c(F)cccc2F)on1 (stereo unspecified)
    1.6% | 3.8% | 13.5% | -3.3% | -3.9 | 11.5% | nt | 2.8% | -5.6% | -7.9% | 13.8%
O=C(Nc1cccc(F)c1)NC1(C(=O)N2CCN3CCCC3C2)CCCCC1 (stereo unspecified)
    ? | -0.9% | 7.8% | -0.1% | -6.3 | 2.8% | 2.9% | -0.4% | -0.1% | -1.5% | -7.3%
COc1ccc2c(c1)C(C)=CC(C)(C)N2C(=O)Nc1ccccc1
    5.3% | -4.7% | ? | 3.0% | -0.7 | -1.9% | -0.3% | -6.9% | 0.0% | -15.7% | 13.7%
COc1cccc(-n2ccnc2SCC(=O)N2CCc3ccccc32)c1
    -4.7% | -1.7% | 3.4% | -0.1% | 12.6 | -7.2% | -4.1% | 1.9% | -1.2% | -2.2% | ?
Cc1cc2oc(=O)cc(CN(C)Cc3ccc(OC(F)F)cc3)c2cc1Cl
    13.6% | -1.5% | -14.2% | -15.7% | -76.0* | -0.1% | 7.4% | -3.0% | 0.3% | -9.5% | 145.8%
NC(=O)COc1cccc2cccnc12
    4.2% | 1.9% | 0.2% | -0.3% | 3.8 | 11.5% | -3.8% | -1.0% | -0.4% | -2.9% | 4.8%
Cc1ccccc1OCCSCc1nc2ccccc2[nH]1
    -12.9% | -4.8% | ? | 8.9% | -9.7 | 2.0% | 8.5% | -1.8% | -1.8% | ? | -74.9%
COc1ccc(NC(=O)CSc2ccc3nnc(-c4ccccn4)n3n2)c(OC)c1
    1.8% | -0.2% | 2.5% | 2.6% | 10.8 | 5.6% | nt | 0.6% | -2.1% | -11.3% | -5.9%
CCCN(C(=O)Cc1csc(-c2ccccc2)n1)C1CCS(=O)(=O)C1 (stereo unspecified)
    nt | 2.5% | 8.2% | -2.3% | 5.4 | -3.2% | nt | nt | 0.6% | nt | nt
O=C(N=Nc1c(O)[nH]c2ccccc12)c1cccc(S(=O)(=O)N2CCCCC2)c1
    3.2% | 5.5% | 10.9% | -2.5% | -17.3 | -1.4% | ? | 4.5% | -0.5% | -26.2% | -20.0%
Cc1cc(NC(=O)CCN2CCN(Cc3ccccc3)CC2)ccc1Br
    -2.1% | -2.3% | -19.6% | -20.0% | -8.8 | -0.8% | ? | nt | -0.6% | -8.5% | 18.5%
Cc1cc(OCC(=O)Nc2ccc(CN3CCOCC3)cc2)ccc1Cl
    -8.3% | -8.4% | -29.0% | -2.7% | -39.9 | -12.4% | nt | -0.2% | 0.3% | 5.5% | 3.4%
CCOCCCNC(=O)CCCOc1ccccc1
    4.3% | -13.5% | 1.5% | -4.5% | -0.7 | -0.3% | -10.4% | 1.0% | 0.0% | 6.5% | 26.8%
Cc1ccc(NC(=O)c2ccc(OC(=O)COc3ccc(Cl)cc3C)cc2)cc1
    -2.3% | ? | ? | 1.2% | -16.6 | 3.55µM* | ? | -2.1% | 3.98µM* | -4.7% | -4.9%
O=C(c1ccc(F)cc1)N1C2CCC1CC(O)(c1ccc(F)cc1)C2 (stereo unspecified)
    1.8% | 1.7% | 0.6% | 0.3% | 1.6 | -3.5% | 0.4% | -6.8% | -1.9% | -1.6% | 31.6%
COc1ccccc1C(=O)NCCC(=O)NNC(=O)c1ccccc1O
    nt | 1.8% | ? | 2.2% | 1.0 | -0.8% | nt | nt | -0.5% | nt | nt
C/C(=N\NC(=O)c1cccc(C)c1)c1cccc(NC(=O)c2ccco2)c1
    -1.1% | 15.1µM* | 8.8% | 0.4% | 5.2 | -4.8% | 4.7% | 0.8% | 1.1% | -12.3% | -29.0%
Cc1ccc(C2CC(C(F)(F)F)n3nc(C(=O)NCCN4CCOCC4)cc3N2)cc1 (stereo unspecified)
    -12.3% | -0.8% | -7.0% | -2.5% | -6.9 | -1.9% | -22.7% | -0.1% | -0.1% | 1.1% | 4.4%
CC1CC(C)CN(CCOCCSc2ccc(Cl)cc2)C1 (stereo unspecified)
    2.0% | 2.1% | -25.1% | 28.4% | -10.6 | 3.9%[1.84 µM] | -30.0% | -4.8% | -2.0% | 5.5%[10 µM] | -9.8%
CCOc1ccc(-n2nc3c(=O)[nH]nc(C)c3c2C)cc1
    nt | 2.2% | 2.9% | -3.8% | 14.5 | -4.4% | 3.1% | 5.6% | -3.8% | -4.2% | ?
Cc1cnnn1-c1cccc([N+](=O)[O-])c1
    ? | -3.1% | -6.4% | 1.1% | -2.5 | 1.0% | 11.5% | -13.4% | 1.8% | -11.6% | -9.3%
CCN(C(=O)CSc1n[nH]c(-c2cccs2)n1)C1CCS(=O)(=O)C1 (stereo unspecified)
    nt | 1.0% | 10.5% | -3.7% | -2.1 | 3.9% | nt | -0.4% | -1.2% | -4.9% | -12.7%
COC(=O)CC(c1ccccc1F)N1Cc2ccccc2C1=O (stereo unspecified)
    0.8% | -0.1% | 7.1% | 10.8% | 3.9 | -4.3% | 3.3% | nt | -2.3% | -7.4% | 2.1%
O=S(=O)(c1ccsc1)N1CC=C(c2ccccc2)CC1
    2.5% | -12.3% | 20.5% | -1.5% | -13.9 | 14.3% | nt | 23.1% | 1.3% | 9.6% | 13.0%
CCOC(=O)Cc1csc(NC(=O)C2C3C=CC(C3)C2C(=O)O)n1 (stereo unspecified)
    -3.2% | -0.1%[2.3 µM] | -0.9% | -3.2% | -6.9 | -3.0% | 0.2% | -3.4% | 0.2% | -22.2% | ?
COc1ccc(N/C=C/C(=O)c2ccc(Oc3ncccn3)cc2)cc1
    12.9% | 1.69µM* | 18.1% | 4.0% | 11.6 | 5.6% | 23.3% | -4.9% | 9.2% | -12.0% | ?
CC(=O)Nc1ccc(Oc2ccc3c(c2)C(=O)NC3=O)cc1
    ? | -3.2% | 4.6% | 0.3% | 9.8 | -1.2% | -17.5% | -5.3%[11.5 µM] | -0.2% | -9.0% | 20.2%
O=C(NC1CCCCC1)c1cccc(Cn2cc(Cl)cn2)c1
    -2.4% | -0.3% | -6.0% | 3.9% | 3.7 | -3.4% | -2.6% | -3.3% | 2.1% | -2.4% | 2.6%
CCC(C)NC(=O)CSc1nc2ccccc2c(=O)n1Cc1ccc(OC)cc1 (stereo unspecified)
    0.1% | 2.0% | ? | 13.3% | -5.3 | -1.8% | -1.0% | -4.3% | -1.9% | 10µM* | 8.4%
